Compound activity as filed in PubChem.
FN deposition inh: inhibitors of fibronectin matrix deposition, primary screen, AH1F cells, Alexa488-fibronectin fluorescence, plate reader | inhibition, % at 12.6 µM | AID 743247, 2014 | AH1F fibroblasts, overnight | 350,000 compounds, 0.086% hits;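 active = mean inhibition across replicates of 30% or more, regardless of how many single replicates reach that level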;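 note: positive control wells lacked labelled fibronectin entirely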
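Measured by – fluorescence 485/525 nm · System – AH1F fibroblast monolayer, labelled fibronectin deposition · Amount – 10000 cells per well · Buffer or medium – serum-reduced DMEM (2% serum) · Doses – single dose, pinned · Also added – fluorescent fibronectin at 24 nM final · Schedule – 1 h cell attachment, overnight exposure to compound and label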
EWS-Fli inh: EWS/Fli-driven NR0B1 reporter inhibitors, primary screen, A673 cells, NR0B1 luciferase, luminescence, MLPCN library. viability-normalised. inhibition, % at 12.6 µM. 350,000 compounds, 0.67% hits;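 active = mean inhibition of at least 50% after viability correction, with every replicate also passing that limit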;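 note: firefly luciferase signal divided by Alamar Blue viability fluorescence both relative to DMSO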
PGC1a acetyl inh: inhibitors of PGC1a acetylation signal, primary screen, cell-based, U2OS, AlphaScreen, inhibitor mode. inhibition, % at 15.6 µM. AID 651687, 2012. 350,000 compounds, 0.17% hits. AlphaScreen anti-acetyl-lysine; with virally co-expressed GCN5 acetyltransferase;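 active = every replicate shows inhibition of at least 40%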;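 note: 0% = neutral control wells and 100% = positive control wells; some results beyond the cut were filed as inactive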
S100A4 inh HTS: inhibitors of S100A4-myosin IIA peptide binding, primary screen, biochemical, fluorescence polarization, TAMRA-MyoIIA peptide | inhibition, % at 10.7 µM | 360,000 compounds, 0.14% hits | AID 652163, 2013;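 active = mean inhibition of at least 70% across replicates, with every replicate also reaching that level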
Target sequence (P26447 whole entry, looked up): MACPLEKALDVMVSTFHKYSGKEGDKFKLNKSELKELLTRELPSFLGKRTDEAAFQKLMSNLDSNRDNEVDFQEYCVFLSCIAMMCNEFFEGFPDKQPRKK
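Material: S100A4 monomer protein | Medium: HEPES pH 7.2 with CaCl2, KCl, NaCl, DTT, Triton | Reagent: Labelled myosin peptide probe, 5 nM | Doses: One dose per compound | Times: 5 min incubation before reading | Benchmarks: Neutral control DMSO, positive control TFP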
ERAP1 inh: human ERAP1 aminopeptidase inhibitors, primary screen, biochemical, single point, plate reader. 340,000 compounds, 0.15% hits. AID 652197, 2013. inhibition, % at 10.7 µM. recombinant ERAP1, Leu-AMC fluorescence, 60 min;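 active = mean replicate inhibition of at least 30%, or all replicates individually reaching that 30% level; inactive = mean below 30% and not every replicate reaching it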;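 note: 0% = neutral control wells and 100% = L-leucinethiol positive control wells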
Target sequence (Q9NZ08 whole entry, looked up): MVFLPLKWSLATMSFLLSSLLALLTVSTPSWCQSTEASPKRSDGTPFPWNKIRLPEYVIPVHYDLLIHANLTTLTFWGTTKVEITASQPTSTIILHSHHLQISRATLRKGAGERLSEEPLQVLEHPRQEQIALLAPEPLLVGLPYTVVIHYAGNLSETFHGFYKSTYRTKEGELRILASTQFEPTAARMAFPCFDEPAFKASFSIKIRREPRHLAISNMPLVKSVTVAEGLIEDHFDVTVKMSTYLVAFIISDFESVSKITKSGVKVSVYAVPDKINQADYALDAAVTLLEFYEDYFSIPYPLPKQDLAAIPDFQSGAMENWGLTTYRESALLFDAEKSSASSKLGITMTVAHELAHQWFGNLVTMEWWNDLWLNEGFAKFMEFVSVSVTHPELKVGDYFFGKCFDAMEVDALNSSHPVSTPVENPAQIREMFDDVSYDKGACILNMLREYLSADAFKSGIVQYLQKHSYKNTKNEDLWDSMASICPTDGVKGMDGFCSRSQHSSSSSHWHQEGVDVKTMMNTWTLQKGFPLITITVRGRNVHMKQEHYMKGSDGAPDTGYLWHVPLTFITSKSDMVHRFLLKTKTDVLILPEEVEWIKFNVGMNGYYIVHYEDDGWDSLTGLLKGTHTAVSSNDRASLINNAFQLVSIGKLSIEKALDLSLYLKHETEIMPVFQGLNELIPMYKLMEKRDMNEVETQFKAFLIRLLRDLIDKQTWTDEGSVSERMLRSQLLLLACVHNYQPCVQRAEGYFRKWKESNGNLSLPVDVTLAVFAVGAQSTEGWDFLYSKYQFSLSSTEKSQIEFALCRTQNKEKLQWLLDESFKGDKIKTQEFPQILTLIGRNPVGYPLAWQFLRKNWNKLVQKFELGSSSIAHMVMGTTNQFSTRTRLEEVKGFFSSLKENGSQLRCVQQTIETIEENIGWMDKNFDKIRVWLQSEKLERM
PAX8 reporter: inhibitors of PAX8-driven TPO luciferase reporter, primary screen, RMG-I cells, single concentration; SteadyGlo, 24 h; inhibition, % at 12.6 µM; AID 652154, 2013; 360,000 compounds, 1.2% hits;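 active = mean replicate inhibition at least 60% with every replicate also reaching 60%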;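 note: luciferase light reporting Pax8 driven TPO promoter activity; plate controls were median of neutral control wells for no effect and mitoxantrone controls for full effect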
LGR2 antag: inhibitors of bursicon-induced LGR2 CRE-luciferase signal, primary screen, cell-based, HEK293, CRE-luciferase reporter, bursicon stimulation | Drosophila bursicon receptor LGR2 (rickets) | bursicon-stimulated, 4 h | inhibition, % at 9.99 µM | 380,000 compounds, 0.35% hits;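 active = drop in luminescence signal, shown as inhibition above about 50% in the replicate tests, limit read from the data, passing the limit was not always enough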;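 note: agonist challenge used bursicon conditioned medium at about half maximal strength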
PglD DTNB: C. jejuni PglD acetyltransferase inhibitors, primary screen, biochemical, DTNB colorimetric, single point; UDP-N-acetylbacillosamine N-acetyltransferase PglD (Campylobacter jejuni); purified PglD enzyme, DTNB colorimetric CoA detection; inhibition, % at 12.5 µM; 360,000 compounds, 0.098% hits; AID 602405, 2012; in the data active = inhibition above about 16%, passing the limit was not always enough; note: strong numbers were not always called active
* = called active by the depositor; / = no result given; & = joins results of further samples.

cpd	Molecule	FN deposition inh	EWS-Fli inh	PGC1a acetyl inh	S100A4 inh HTS
1	COc1cc(C(=O)OCc2cccc(OC)c2OC)ccc1OCC(=O)N1CCOCC1	2	-3	7	3
2	Cc1ccc2c(c1)N(CCC(=O)NCc1cccs1)C(=O)C(C)O2 (stereo unspecified)	5	/	11	/
3	O=C(Cc1ccc(F)cc1)Nc1ccc(Cl)cn1	2	-64	-24	-3
4	CCOc1ccc2nc(NC(=O)NC3CCCCC3)sc2c1	1	-42	9	-7
5	CCN(CC)Cc1c(NC(=O)c2ccccc2)sc(C)c1C	12	-45	-9	0
6	Cc1cccc(-c2nnc(SCC(=O)NC3CC3)n2C)c1	-1	14	-3	-2
7	O=C1NC(=S)SC1=Cc1ccccc1Cl	-13	0	-6	1
8	CC(=O)Nc1ccc(N(C(=O)Cn2nnc3ccccc32)C(C(=O)NC2CCCC2)c2ccc(O)c(O)c2)cc1 (stereo unspecified)	-4	4	8	0
9	C[C@H]1CCCCO[C@@H](CN(C)Cc2ccccc2)[C@@H](C)CN([C@@H](C)CO)C(=O)c2cc(NC(=O)CCC(F)(F)F)ccc2O1	5	-3	3	5
10	O=C(NC1CCCC1)C(c1ccccc1)n1c(-c2ccc3c(c2)CCO3)nc2ccccc21 (stereo unspecified)	9	-3	/	-2

cpd	ERAP1 inh	PAX8 reporter	LGR2 antag	PglD DTNB
1	1	-15	5	0
2	/	18	/	-1
3	2	-57	-29	-6
4	-1	-34	-21	2
5	0	-23	-44	/
6	3	13	-2	1
7	2	-28	/	/
8	4	9	18	/
9	-3	4	1	-28
10	7	-8	0	/

Pulled one by one from the entries so far:
cpd	Molecule	FN deposition inh	EWS-Fli inh	PGC1a acetyl inh	S100A4 inh HTS
8	CC(=O)Nc1ccc(N(C(=O)Cn2nnc3ccccc32)C(C(=O)NC2CCCC2)c2ccc(O)c(O)c2)cc1 (stereo unspecified)	-4	4	8	0
7	O=C1NC(=S)SC1=Cc1ccccc1Cl	-13	0	-6	1

cpd	ERAP1 inh	PAX8 reporter	LGR2 antag	PglD DTNB
8	4	9	18	/
7	2	-28	/	/

(next part)
cpd	Molecule	FN deposition inh	EWS-Fli inh	PGC1a acetyl inh	S100A4 inh HTS
11	CCOc1ccccc1NC(=O)C(C)N1C(=O)c2ccccc2S1(=O)=O (stereo unspecified)	1	-6	/	-2
12	COc1cccc(-c2cc(C(=O)Nc3c(C)nn(Cc4ccccc4C)c3C)no2)c1	6	/	10	/
13	C=CCn1c(SCC(=O)O)nc2sc(CC)cc2c1=O	6	2	1	1
14	O=C(O)c1ccc(N=Nc2c(O)[nH]c3ccc(Br)cc23)cc1	0	-54	-31	6
15	CSc1nc(Cc2ccc(Cl)cc2)nc2ccccc12	20	/	4	/
16	COCCN1C(=O)N(c2cccc(OC)c2)C(=O)C1CC(=O)Nc1cccc(F)c1 (stereo unspecified)	0	34	-1	11
17	O=C(Nn1c(-c2ccc(Cl)cc2)nc2ccccc2c1=O)c1cccnc1Cl	11	1	/	4
18	Cc1cccc(C)c1Nc1nnc(SC/C(O)=C(\C#N)c2nc3ccccc3[nH]2)s1	11	1	-5	-3
19	COC(=O)c1ccc(CNC(=O)COC(=O)C23CC4CC(CC(C4)C2)C3)cc1	0	5	8	-1
20	C[C@@H]1CN([C@@H](C)CO)C(=O)c2cc(NS(=O)(=O)c3cccs3)ccc2O[C@H]1CN(C)Cc1ccc(Oc2ccccc2)cc1	/	13	-7	3

cpd	ERAP1 inh	PAX8 reporter	LGR2 antag	PglD DTNB
11	-2	-12	7	/
12	/	/	1	3
13	2	2	24	/
14	0	-41	-70	5
15	/	9	/	5
16	0	-2	-1	2
17	3	16	-3	/
18	-3	20	-10	-2
19	1	-12	8	2
20	0	/	19	-4

Compound profiles (already shown). Order of screens: FN deposition inh | EWS-Fli inh | PGC1a acetyl inh | S100A4 inh HTS | ERAP1 inh | PAX8 reporter | LGR2 antag | PglD DTNB
Entry for C[C@@H]1CN([C@@H](C)CO)C(=O)c2cc(NS(=O)(=O)c3cccs3)ccc2O[C@H]1CN(C)Cc1ccc(Oc2ccccc2)cc1 → / | 13 | -7 | 3 | 0 | / | 19 | -4
Entry for COCCN1C(=O)N(c2cccc(OC)c2)C(=O)C1CC(=O)Nc1cccc(F)c1 (stereo unspecified) → 0 | 34 | -1 | 11 | 0 | -2 | -1 | 2

Additional records follow.
cpd	Molecule	FN deposition inh	EWS-Fli inh	PGC1a acetyl inh	S100A4 inh HTS
21	COc1ccc2cc(CCNC(=O)C(C)C)c(=O)[nH]c2c1	-1	-11	7	-16
22	CS(=O)(=O)c1ccc(NS(=O)(=O)c2ccc3ccccc3c2)cc1	2	-3	-3	0
23	COc1ccc(NC(=O)N2CCCC(C(=O)NCc3ccccc3F)C2)cc1 (stereo unspecified)	10	-5	1	2
24	O=C(NC1CCCC1)C(c1cccnc1)N(C(=O)c1csnn1)c1ccc(F)cc1 (stereo unspecified)	-9	-6	/	-13
25	CCCC[C@H]1COCCS(=O)(=O)N1Cc1ccccc1F	-4	-12	/	5
26	Cc1c(NC(=O)C(C)OC(=O)c2cc(Cl)nc(Cl)c2)c(=O)n(-c2ccccc2)n1C (stereo unspecified)	-1	10	/	-2
27	CCN1CCN(CC(O)COc2ccc(C(C)=O)cc2)CC1 (stereo unspecified)	2	10	-1	3
28	CN(C)c1ccc(C(=O)OCC(=O)NC2CCCCCC2)cc1	4	-1	21	-3
29	C[C@H](CO)N1C[C@H](C)[C@H](CN(C)S(=O)(=O)c2ccc(Cl)cc2)Oc2c(NC(=O)Nc3ccc(C(F)(F)F)cc3)cccc2C1=O	/	-3	-2	-9
30	CC(=O)c1sc(NC(=O)CN2C(=O)NC3(CCCC3)C2=O)nc1-c1ccccc1	2	-2	-8	-3

cpd	ERAP1 inh	PAX8 reporter	LGR2 antag	PglD DTNB
21	0	-10	14	6
22	-1	-1	4	5
23	-7	10	-9	-2
24	-3	-23	-36	-2
25	3	-2	-5	4
26	0	31	1	0
27	/	-7	-10	-3
28	1	-10	14	-2
29	-3	/	/	-5
30	4	-5	13	4

(next part)
cpd	Molecule	FN deposition inh	EWS-Fli inh	PGC1a acetyl inh	S100A4 inh HTS
31	COc1ccc(Cl)cc1NC(=O)/C=C/C(=O)O	7	9	/	-4
32	COc1cc(/C=C/C(=O)NNC(=O)c2cccc(S(=O)(=O)N(C)C)c2)cc(OC)c1OC	-7	-2	/	-3
33	O=c1cc(O)c(-c2ccccc2)c(Cl)[nH]1	-5	/	-12	/
34	COC(=O)CS(=O)(=O)c1ccc(C)cc1	/	10	/	-2
35	Cc1ccc(CNS(=O)(=O)c2c(C)[nH]c(C)c2C(=O)N2CCCC2)cc1	-5	/	-12	4
36	COc1ccc(C(c2c(O)nc(SC)n(C)c2=O)c2c(O)nc(SC)n(C)c2=O)cc1O	6	-3	7	-3
37	CN(Cc1ccccc1F)c1ncnc2sccc12	6	2	5	-3
38	COC(=O)c1ccc(NC(=O)Nc2ccccc2C)cc1	2	-90	-6	0
39	CC(NC(=O)C1CC1)c1ccc(-c2ccccc2)cc1 (stereo unspecified)	1	-13	6	-7
40	C=CCn1c(SCC(=O)NCCc2ccccc2)nnc1C1CC1	4	-3	1	7

cpd	ERAP1 inh	PAX8 reporter	LGR2 antag	PglD DTNB
31	5	-9	7	/
32	-2	-6	-17	0
33	/	-1	/	1
34	3	-6	-5	/
35	-3	1	-20	1
36	1	15	0	/
37	1	7	-1	-4
38	2	-86	-70	/
39	/	2	-6	-10
40	4	-3	-3	-1

Next part:
cpd	Molecule	FN deposition inh	EWS-Fli inh	PGC1a acetyl inh	S100A4 inh HTS
41	C[C@@H]1CN([C@H](C)CO)S(=O)(=O)c2ccc(C#Cc3ccccc3)cc2O[C@H]1CN(C)S(C)(=O)=O	/	1	2	-8
42	CCN(CC)c1ccc(/C=c2\sc3nc4ccccc4n3c2=O)c(O)c1	/	-15	-7	1
43	COc1cc2nc(N3CCN(C(=O)C4CCCO4)CC3)nc(N)c2cc1OC (stereo unspecified)	3&6&-2	-6&-9	-4	-2&-2&16
44	Cc1ccc(S(=O)(=O)NC(C(=O)N2CCOCCOCCOCC2)c2ccccc2)cc1 (stereo unspecified)	-19	-5	-12	-6
45	CCC(=O)Nc1ccc2c(c1)C(=O)N(C)C[C@H](OC)[C@H](C)CN(Cc1nccs1)[C@H](C)CO2	8	0	9	/
46	C[C@@H]1CCCCO[C@H](CN(C)C(=O)c2ccccc2)[C@H](C)CN([C@H](C)CO)C(=O)c2cc(NC(=O)c3ccncc3)ccc2O1	/	-6	5	0
47	O=C(CNC(=O)c1cccc(Br)c1)N/N=C/c1ccc[nH]1	7	19	8	-1
48	CCOc1ccccc1NC(=O)CCS(=O)(=O)c1cccc2nsnc12	-4	-3	-2	-4
49	O=C(COC(=O)/C=C/C(=O)N1CCN(c2ccccc2)CC1)NCc1ccc(F)cc1	-1	-3	-8	-10
50	O=C(NC(=S)Nc1ccccc1N1CCCC1)c1cccs1	-3	8	51*	-7
51	CC1(C)CC(=O)C=C(c2ccccc2-c2cccc(C(N)=O)c2)C1=O	0	1	/	-2
52	Cc1ccc(C(=O)NCC(=O)OCCCn2c(=O)[nH]c3ccccc32)cc1	-3	-1	/	-14
53	CCC(C)[C@H]1CNC(=O)C(=O)N1CCCc1cc(OC)c(OC)c(OC)c1 (stereo partly specified)	-14	-4	/	-1

cpd	ERAP1 inh	PAX8 reporter	LGR2 antag	PglD DTNB
41	-2	9	22	0
42	-6	-4	-2	/
43	-1&-1	-41&-7	-1&21	1&6
44	1	-2	25	/
45	/	/	17	/
46	1	1	32	-1
47	-2	-10	8	/
48	-2	7	-6	-5
49	-2	-8	2	6
50	1	30	20	0
51	-8	-12	-9	/
52	-1	-20	-5	-1
53	6	-6	8	-3

Three of the compounds above, with tabs.
cpd	SMILES	FN deposition inh	EWS-Fli inh	PGC1a acetyl inh	S100A4 inh HTS	ERAP1 inh	PAX8 reporter	LGR2 antag	PglD DTNB
47	O=C(CNC(=O)c1cccc(Br)c1)N/N=C/c1ccc[nH]1	7	19	8	-1	-2	-10	8	/
48	CCOc1ccccc1NC(=O)CCS(=O)(=O)c1cccc2nsnc12	-4	-3	-2	-4	-2	7	-6	-5
49	O=C(COC(=O)/C=C/C(=O)N1CCN(c2ccccc2)CC1)NCc1ccc(F)cc1	-1	-3	-8	-10	-2	-8	2	6

The order is random (roughly 2.1% active in at least one column).
